# Bioassay records from PubChem.
# HEK293 tox = kills HEK 293 cells; HEK 293 viability, ATP luminescence (CellTiter-Glo), 48-72 h; Potency, µM (top dose mostly 115 µM), for the others: at the highest dose activity change, negative = cytotoxicity, usual class: inhibitors; hit rate 6.6% among 94,000; further: potency means the concentration at half of the fitted maximal effect; nearly all actives have a fitted effect of over 60% in size
#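 Cells seeded first (HEK 293, 250 cells/well), then compound added by pintool. Incubation ran 48 or 72 hr at 37 degree Celsius. CellTiter-Glo was added and luminescence imaged after 10 min at room temperature.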
# Luciferase inh = inhibitors of firefly (Photinus pyralis) luciferase; purified P. pyralis luciferase, luminescence, biochemical; Potency, µM (series often up to 115 µM), for the others: at the top dose activity change, negative = inhibition, most hits filed as inhibitors; hit rate 2.5% among 76,000; AID 1347043; further: potency means the concentration at half of the fitted maximal effect; nearly all actives have a fitted effect of over 65% in size
# Target sequence (P08659 whole entry, looked up): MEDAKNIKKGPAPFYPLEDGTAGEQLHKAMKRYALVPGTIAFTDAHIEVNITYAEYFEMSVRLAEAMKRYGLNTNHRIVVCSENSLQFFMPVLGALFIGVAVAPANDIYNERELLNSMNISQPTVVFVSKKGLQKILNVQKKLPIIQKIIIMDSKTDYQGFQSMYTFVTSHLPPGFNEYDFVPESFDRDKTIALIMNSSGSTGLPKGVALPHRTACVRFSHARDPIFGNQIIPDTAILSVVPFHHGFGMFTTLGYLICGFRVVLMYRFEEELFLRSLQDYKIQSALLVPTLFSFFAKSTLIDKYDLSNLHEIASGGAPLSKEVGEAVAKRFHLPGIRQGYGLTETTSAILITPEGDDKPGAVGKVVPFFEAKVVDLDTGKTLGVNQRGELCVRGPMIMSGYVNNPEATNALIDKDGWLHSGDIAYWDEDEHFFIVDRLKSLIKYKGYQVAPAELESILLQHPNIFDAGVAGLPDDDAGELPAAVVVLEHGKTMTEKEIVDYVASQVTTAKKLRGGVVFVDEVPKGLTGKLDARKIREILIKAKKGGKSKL
#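 Cell-free enzyme assay, 10nM P. pyralis luciferase, luciferin and ATP each at 10uM. Inhibition profiled over a 6-point titration, read as luminescence.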
# GPT2 inh = blocks human glutamate pyruvate transaminase 2. Recombinant GPT2, coupled pyruvate oxidase/HRP Amplex Red fluorescence. Q8TD30. Potency, µM (top dose mostly 57.7 µM), for the others: top-dose activity change, negative = inhibition, usual class: inhibitors. hit rate 0.25% among 100,000; further: potency means the concentration at half of the fitted maximal effect; nearly all actives have a fitted effect of over 60% in size; many of its hits are not listed in these tables
#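 Recombinant GPT2 (10ng/uL) with 250uM a-KG and 2mM L-alanine, 30 min at room temperature, in HEPES pH 7.5 buffer. Pyruvate detected by pyruvate oxidase/HRP/Amplex Red fluorescence after 30 min in the dark; AOA (50uM) as positive control.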
# SNCA viab count = cell viability loss counter-screen; hit rate 0.12% among 150,000; HEK-293-SNCA-luc viability, GF-AFC fluorescence, 24 h; Potency, µM (doses to about 57.1 µM), for inactives: at the highest dose activity change, negative = cytotoxicity, hits mostly cytotoxic;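 further: potency means the concentration at half of the fitted maximal effect; 0% = DMSO-treated cells and -100% = medium-only wells without cells; nearly all actives have a fitted effect of over 30% in size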
#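 HEK-293-SNCA-luc cells (1500/well) plated 24 h, then exposed 24 h to a dilution series; GF-AFC added 30 min at 37C, fluorescence 405/540 nm; normalised to medium-only and DMSO wells, Hill fit.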
# 3T3 cytotox = NIH 3T3 cell cytotoxicity; Potency, µM (highest dose often 96.7 µM), for inactives: at the highest dose activity change, negative = cytotoxicity, hits mostly inhibitors; hit rate 4.3% among 94,000; NIH 3T3 viability, CellTiter-Glo ATP luminescence, 48-72 h; further: potency means the concentration at half of the fitted maximal effect; nearly all actives have a fitted effect of over 55% in size
#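 Luminescent ATP readout (CellTiter-Glo, 10 min RT) after 48 or 72 hr compound exposure of NIH 3T3 cells seeded at 400 cells/well in 1536-well format; quantitative HTS.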
# IP6K1 inh = inhibitors of human IP6K1; IP6K1 kinase, ADP-Glo luminescence, 2 h; active compounds read low; activity change, % (series mostly up to about 58 µM); hit rate 0.81% among 140,000; AID 1645851; in the data active means activity change below about -25%
# Target sequence (Q92551 whole entry, looked up): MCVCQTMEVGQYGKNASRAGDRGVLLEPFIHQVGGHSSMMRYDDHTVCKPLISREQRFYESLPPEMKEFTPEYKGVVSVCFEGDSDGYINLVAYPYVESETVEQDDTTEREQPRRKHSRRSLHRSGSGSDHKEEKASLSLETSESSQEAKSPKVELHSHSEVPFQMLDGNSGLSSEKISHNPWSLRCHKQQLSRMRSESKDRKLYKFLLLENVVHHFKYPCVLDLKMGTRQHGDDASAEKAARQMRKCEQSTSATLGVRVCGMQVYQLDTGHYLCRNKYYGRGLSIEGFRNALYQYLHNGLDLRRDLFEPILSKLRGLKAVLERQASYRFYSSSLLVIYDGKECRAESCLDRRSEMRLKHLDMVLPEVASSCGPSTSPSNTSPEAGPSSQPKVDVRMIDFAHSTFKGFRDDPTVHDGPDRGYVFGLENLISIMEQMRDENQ
#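 ADP-Glo luminescence measures ADP made by human IP6K1 during a 2 h RT reaction with ATP/IP6 (mix at 1.3 mM/130 uM); top library doses 57.5 and 19.1 uM final.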
# SNCA expr inh = reduces expression of the alpha-synuclein gene. hit rate 0.17% among 140,000. HEK-293 SNCA-luciferase knock-in, luminescence, 24 h. Potency, µM (series often up to 57.2 µM), for inactives: top-dose activity change, negative = inhibition, most hits filed as inhibitors;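 further: potency means the concentration at half of the fitted maximal effect; plate controls were DMSO cells for no effect and cell-free wells for full effect; nearly all actives have a fitted effect of over 45% in size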
# Numbers without * were called inactive; i = inactive; ? = inconclusive; / = not tested or not shown; [ ] = remark or other dose. Unless noted, the call rests on the fitted dose curve; in most records, active means well fitted curve in the direction sought with a large enough effect; inconclusive means small, poorly fitted or top-dose-only effect, or another doubt; inactive means no such curve, though single readings can be large; an effect the other way counts as inactive or inconclusive. Unless noted, on the % scale 0 is the no-effect control and ±100 the full control effect. Only part of the results is shown; the hit share may differ from the screen's.
SMILES,HEK293 tox,Luciferase inh,GPT2 inh,SNCA viab count,3T3 cytotox,IP6K1 inh,SNCA expr inh
Cc1cc(O)c(C(c2ccc(F)cc2)N2CCN(c3ccccc3)CC2)c(=O)n1Cc1ccco1 (stereo unspecified),/,/,/,6%,/,3,-4%
N#CC1CCN(C(=O)c2nc3cccnc3n(Cc3ccccc3)c2=O)CC1,0%,/,-11%,4%,-13%,6,21%
CCN(CC)Cc1c(NC(=O)c2ccc(OC)cc2)sc2c1CCCC2,/,/,/,-21%,/,-3,42%[activator]
COc1ccc(CNC(=O)C2CCc3sc(C(=O)N(C)C)cc3C2)cc1 (stereo unspecified),0%,-8%,i,11%,-10%,5,-13%
CCNC(=O)N1CC(Oc2cccc(-c3nc(C)no3)c2)C1,-19%,-3%,-3%,5%,-16%,-2,?
c1cc2c(cc1-c1cn3c(n1)CO[C@@H](CNC1CCOCC1)C3)OCCCO2,-7%[172 µM],?,i,-1%[87.6 µM],-13%[138 µM],6,127%[activator][87.6 µM]
OCc1ccnc(-c2ccc(-c3ccn[nH]3)cc2)c1,0%,10µM*,-4%,3%,-14%,-13,32%[activator]
CCn1ccnc1CN(C)c1cc(C2CC(N)C2)nc(COC)n1 (stereo unspecified),-18%,6%,3%,-6%,-4%,-1,9%
CCCCOc1ccc(C(=O)NCCc2sc3nc(-c4ccc(OC)cc4)nn3c2C)cc1,/,/,/,3%,/,12,69%[activator]
CC1=NS(=O)(=O)N(Cc2ccccc2)C=C1C(=O)OCc1nc(-c2ccc3c(c2)OCO3)no1,-23%,-12%,i,0%,?,-10,27%
O=C(O)C1CN(Cc2ccc(-c3nc4cc(Cc5ccccc5F)ccc4s3)c(F)c2)C1,/,/,-4%[11.5 µM],2%[12.5 µM],/,-16,/
NC(=O)[C@H](Cc1ccc(O)cc1)NC(=O)C1=C[C@@H](NC(=O)Nc2ccc(OC(F)(F)F)cc2)[C@@H](O)[C@H](O)C1,-7%,-2%,3%,2%,-5%,0,2%
CC(NC(=O)[C@H](Cc1ccccc1)NC(=O)OCc1ccccc1)C(=O)CF (stereo partly specified),/,/,-8%,-42%,/,1,/
CCCCOc1ccc(NC(=O)CSc2ccc(C(=O)O)cn2)cc1,/,/,/,2%,/,-18,-3%
O=C(c1ccccc1)N1CC2(CCCCN2Cc2cccnc2)Cc2ccccc21 (stereo unspecified),?,/,-5%,-10%,-20%,0,?
N#Cc1c(C(F)(F)F)cc(-c2cccs2)nc1SCc1ccc(F)cc1,/,/,/,8%,/,1,-1%
CCCCc1nn2c(=O)cc(COC(=O)c3ccc(NC(=O)c4cccc(OC)c4)cc3)nc2s1,/,/,/,-7%,/,-3,2%
CC(=O)N1CCN(C(=O)C[C@@H]2c3nc(NC(=O)C(C)(C)C)sc3C[C@@H]3[C@](C)(CO)[C@H](O)CC[C@]32C)CC1,-3%,-6%,3%,1%,i,1,15%
Cc1ccc(Cl)c(OCC(O)CNC(C)(C)C)c1 (stereo unspecified),/,/,2%,-14%[23.9 µM],/,7,-19%[25.6 µM]
CC(=O)N1CCC(N2CCC(Cc3ccc(CCC(=O)N(C)C)cc3)CC2)CC1,-23%,/,-77%,?,-21%,12,22%
COCc1noc(CCNC(=O)C2CCN(C(=O)C3CC3)CC2)n1,-19%,-6%,-27%,8%,0%,-4,?
COC(=O)CC1OC(C)C2=C(O)c3c(O)cccc3C(=O)C23OC13 (stereo unspecified),/,/,?,?,/,-15,/
Cc1cccc(OC[C@H]2C[C@@H](NC(=O)c3ccno3)[C@H](O)[C@@H]2O)n1,2%[172 µM],-10%[172 µM],-29%[88.5 µM],-2%[87.6 µM],0%[174 µM],2,2%[87.6 µM]
COc1cccc(CNC(=O)[C@@H]2C[C@@H](O)CN2C2CCN(C(=O)COc3cccc(C)c3)CC2)c1,-2%,3%,-5%,-5%,-17%,-2,0%
COc1ccc2nc([C@H]3CCN(Cc4ccc(C(=O)O)cc4)C3)[nH]c2c1,-2%[172 µM],?,4%[88.5 µM],0%[87.6 µM],-5%[174 µM],10,-4%[87.6 µM]
COc1ccccc1CN1CCC(CN(CC(C)C)C(=O)C2C=CCN2)CC1 (stereo unspecified),-3%,2%,?,3%,-5%,10,3%
CC(=O)Nc1ccc(CN2C(=O)OC3(CCN(C(=O)c4scnc4C)CC3)C2(C)c2ccccc2)cc1 (stereo unspecified),-1%,-2%,?,12%,?,5,16%
CCOCCCNC(=O)c1cc2c(=O)n(C)c3ccccc3c2n1C,/,/,/,2%,/,24,10%
O=C(CSc1nc2ccccc2nc1Cc1ccccc1)Nc1ccccc1C(F)(F)F,/,/,/,10%,/,16,6%
COc1ccc2[nH]c3c(c2c1)CCNC31CCN(C(=O)c2cccnc2)CC1,-12%,-12%,i,-6%[12.5 µM],?,-10,-13%
Cc1ccc(CNC(=O)c2c(O)nc3c(C)cccn3c2=O)cc1,/,/,/,3%,/,3,-23%
Cc1cccc(NC(=O)CC2CCCN(c3cnn(CC4CC4)c(=O)c3)C2)c1 (stereo unspecified),?,-1%,-8%,-12%,25µM*,11,-28%
COc1ccccc1NC(=O)c1nnn(-c2ccc(F)cc2)c1C,/,/,/,0%,/,-1,-17%
CS(=O)(=O)N1CCc2ccc(S(=O)(=O)NCC3CCCO3)cc2C1 (stereo unspecified),1%,6%,-8%,-15%,i,20,-29%
Cc1ccc(OCC(=O)c2ccc3c(c2)N(CCCC(=O)N2CCCC2)C(=O)CO3)cc1C,?,-14%,?,-5%,-39%,10,?
Cc1ccc(NS(=O)(=O)c2ccccc2)c(=O)n1CC(=O)N(C)Cc1ccccc1,?,-2%,-4%,2%,-15%,23,-20%
COC(=O)[C@@]1(C)CC[C@]2(C(=O)O[C@@H]3O[C@H](CO)[C@@H](O)[C@H](O)[C@H]3O)CC[C@]3(C)C(=CCC4[C@@]5(C)CC[C@H](O[C@@H]6O[C@H](C(=O)O)[C@@H](O)[C@H](O)[C@H]6O)C(C)(C)C5CC[C@]43C)[C@@H]2C1 (stereo partly specified),/,/,-15%[17.1 µM],-12%[12.5 µM],/,6,/
CCOc1ccc(S(=O)(=O)NCCc2csc(-c3ccc(Cl)cc3)n2)cc1,/,/,/,3%,/,19,-2%
COCCOC(=O)c1c(C)oc2c1cc(NS(=O)(=O)c1ccc(Cl)c(C)c1)c1ccccc12,/,/,/,8%,/,-17,8%
CNC(=O)c1cc(C)nc2onc(C3CCN(C(=O)C4CCCCC4)C3)c12 (stereo unspecified),-23%,/,/,/,-27%,9,/
COCCN1CC2(CCCN(Cc3ccccc3OC)C2)CCC1=O (stereo unspecified),2%,9%,i,6%,-5%,-13,23%
CC(=O)N1CCC(N2CCOC[C@H]2c2ncc(-c3cccnc3)[nH]2)CC1,-2%[172 µM],-2%[172 µM],i,-2%[87.6 µM],3%[174 µM],-8,11%[87.6 µM]
COc1ccc(CNC(=O)C2CN(c3ccc(Cl)cc3)C(=O)N2)cc1 (stereo unspecified),i,-10%,i,12%,-17%,-2,1%
COc1ccccc1NC(=O)CSc1oc(-c2ccc(F)cc2)nc1S(=O)(=O)c1ccc(Br)cc1,/,/,/,1%,/,-7,11%
O=C(CSCn1nnc2c(=O)[nH]c(Cc3ccc(F)cc3)nc21)Nc1cccc(C(F)(F)F)c1,/,/,/,-15%,/,0,-6%
COc1ccc(-c2ccccc2C(=O)N2CCC(NC(=O)Cc3ccc(F)cc3)CC2)nn1,i,/,/,/,-4%,-2,/
C=CCNC(=O)N[C@H]1CCN(C(=O)CSC)[C@@H]1C(=O)N1CCC[C@@H]1C(N)=O,-5%[172 µM],0%[172 µM],i,10%[87.6 µM],5%[174 µM],-10,-1%[87.6 µM]
O=C(NCCN1CCC(n2c(=O)[nH]c3ccccc32)CC1)c1cc2cc(F)ccc2[nH]1,/,/,i,-9%,/,-5,/
Cc1cc(C)n(CCc2nc3c4ccccc4nc(SCc4ccc(F)cc4)n3n2)n1,/,/,/,-5%,/,-2,11%
COCCOCC1(CNC(=O)c2cc(C)nn2C)C[C@@H](O)[C@@H](O)C1 (stereo partly specified),?,-8%[172 µM],i,8%[87.6 µM],-25%[174 µM],2,-2%[87.6 µM]
# Carrying on:
SMILES,HEK293 tox,Luciferase inh,GPT2 inh,SNCA viab count,3T3 cytotox,IP6K1 inh,SNCA expr inh
COc1cccc(-c2cccc(C(=O)N3CCCC3C(=O)NCc3cccs3)c2)c1 (stereo unspecified),?,/,i,0%[12.5 µM],-32%,9,2%
COC1C(=O)N(C2CCN(C(=O)c3ccoc3)CC2)C12CCOCC2 (stereo unspecified),-1%,-2%,i,2%,i,-5,-16%
COc1ccc(-c2noc(C(=O)O)c2[C@@H](C)NC(=O)C2CCCCC2)cc1,i,-5%[172 µM],-9%[88.5 µM],-4%[87.6 µM],0%[138 µM],6,-18%[87.6 µM]
CCOc1ccc(CC(=O)N2CCC(Cc3nc(C(C)C)no3)CC2)cc1OCC,?,-8%,2%,9%,?,5,-9%
CN1CCN(C(=O)CC[C@H]2CNC(=O)[C@@H]3[C@@H](CCN3C3CCOCC3)N2C)CC1,2%[172 µM],1%[172 µM],?,2%[87.6 µM],-3%[138 µM],-8,16%[87.6 µM]
N#Cc1ccccc1CN1CCC([C@@H]2CNC[C@H]2CO)CC1,-12%,-5%,i,5%[12.5 µM],-20%,17,?
CCc1ccc(CNC(=O)C2CCCCC(=O)N2)cc1 (stereo unspecified),11%,-12%,1%,12%,-4%,22,-7%
COc1ccc(CCNC(=O)C2CCN(c3ncnc4c3nc3n4CCCCC3)CC2)c(OC)c1,/,/,/,-3%,/,14,15%
Cc1nnc(-c2cc(-c3cccc(F)c3)ccn2)n1CCc1ccccc1,?,13%[172 µM],4%[88.5 µM],1%[87.6 µM],?,-15,-17%[87.6 µM]
CCc1ccc(CNC(=O)c2cc3ccccn3n2)cc1,/,/,/,12%,/,3,139%[activator]
OC1(CN2CCC(OCc3ccccn3)CC2)CNCCOC1 (stereo unspecified),i,-1%,-17%,2%,0%,3,30%[activator]
Cc1ccccc1NC(=O)Nc1ccnn1C1CCN(C(=O)[C@@H](N)CO)CC1,-27%,-1%,?,-28%,-6%,3,-10%
C[N+]1(CCCCC[N+]2(C)CCCC2)CCCC1,/,/,-2%,5%,/,/,8%
CNC(=O)c1ccc2cc([C@@]3(O)CCn4cncc43)ccc2c1,/,/,i,6%,/,12,/

# Filtered by structure, the compounds so far with two or more sulfur atoms (4)
SMILES,HEK293 tox,Luciferase inh,GPT2 inh,SNCA viab count,3T3 cytotox,IP6K1 inh,SNCA expr inh
N#Cc1c(C(F)(F)F)cc(-c2cccs2)nc1SCc1ccc(F)cc1,/,/,/,8%,/,1,-1%
CS(=O)(=O)N1CCc2ccc(S(=O)(=O)NCC3CCCO3)cc2C1 (stereo unspecified),1%,6%,-8%,-15%,i,20,-29%
CCOc1ccc(S(=O)(=O)NCCc2csc(-c3ccc(Cl)cc3)n2)cc1,/,/,/,3%,/,19,-2%
COc1ccccc1NC(=O)CSc1oc(-c2ccc(F)cc2)nc1S(=O)(=O)c1ccc(Br)cc1,/,/,/,1%,/,-7,11%
